EBV gp42 inh – inhibitors of Epstein-Barr virus glycoprotein 42. Fluorescence polarization binding assay, mP read-out. inhibition, % (tested at 21.74 µM). hit rate 0.42% among 220,000. AID 1085; in the data active = inhibition above about 50%
p97 inhibitor – human p97 ATPase inhibition. inhibition, % at 8 µM. hit rate 0.42% among 220,000. recombinant p97 ATPase, Kinase-Glo ATP luminescence, 3 h. P55072; in the data active = inhibition above about 15%;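 also: 0% = DMSO vehicle and 100% = wells lacking enzyme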
Calpain2 inh – calpain II (pig) inhibition. inhibition, % at 16 µM. purified calpain II, fluorogenic peptide substrate, 30 min. hit rate 0.37% among 220,000;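 active = inhibition above about 50%, limit read from the data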
Runt-CBFb FRET – inhibitors of human RUNX1 Runt domain binding to CBFb. Q01196+Q13951. Cerulean-Runt/Venus-CBFb FRET ratio 530/480, 1 h. inhibition, % at 20 µM. hit rate 0.46% among 220,000;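 active = inhibition over about 50% at 20 µM in the single-dose screen, limit read from the data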;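 also: 0% = DMSO wells and 100% = excess unlabeled CBFb competitor control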
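Buffer or medium: Tris pH 7.5 buffer with BSA. Assay system: Cerulean-labeled Runt domain protein. Amount: each fluorescent fusion protein 100 nM. Read-out basis: loss of energy transfer signal. Incubation: 1 h compound exposure, room temperature. Probe or stimulus: Venus-CBFb binding partner, 100 nM. Detection: FRET, excitation 422 nm, emission at 530 and 480 nm.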
TbHK1 inh – blocks Trypanosoma brucei hexokinase 1 activity; AID 1430; recombinant TbHK1, G6PDH-coupled NADH A340; inhibition, % at 10 µM; hit rate 0.11% among 220,000;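 active = inhibition of 50% or more in the single-dose primary screen; inactive = inhibition below 50%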
RBBP9 inhibitor – human RBBP9 hydrolase inhibition; O75884; recombinant RBBP9, FP-Rh probe fluorescence polarization; inhibition, % at 7.94 µM; hit rate 0.2% among 220,000; AID 1515;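 active = inhibition above the campaign mean of all tested compounds plus 3 SD, cut at about 14% in these data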;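 also: plate controls were DMSO wells with RBBP9 for no effect and wells lacking RBBP9 protein for full effect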
Target sequence (O75884 whole entry, looked up): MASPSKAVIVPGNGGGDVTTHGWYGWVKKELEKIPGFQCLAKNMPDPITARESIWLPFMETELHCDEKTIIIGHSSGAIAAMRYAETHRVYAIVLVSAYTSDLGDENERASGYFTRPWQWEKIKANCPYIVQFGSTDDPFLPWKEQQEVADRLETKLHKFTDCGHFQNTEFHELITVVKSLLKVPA
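Assay system: recombinant human RBBP9; Reagent: Serine-hydrolase probe FP-Rh, 375 nM pre-mixing; Doses: 7.94 µM single dose, 0.794% DMSO; Incubation: 30 min then 45 min, 25 °C; Detection: fluorescence polarization (mP), excitation 525 nm, emission 598 nm; Evaluation: percent inhibition from mP, scaled between DMSO and no-protein wells.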
Runt-SMMHC FRET – Runt domain-CBFb-SMMHC interaction inhibition; inhibition, % at 20 µM; Cerulean-Runt/Venus-CBFb-SMMHC FRET ratio 530/480, 1 h; hit rate 0.74% among 220,000; AID 1434;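 active = mean inhibition across duplicate retests at 20 µM reaching about 50%, limit read from the data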;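 also: 0% = DMSO wells and 100% = wells with excess untagged CBFb-SMMHC; inhibitors lower the FRET ratio by blocking Runt binding to CBFb-SMMHC; some results filed as inactive read as strong as hits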
NCF1 inh – blocks human p47phox regulatory protein of NADPH oxidases; P14598; p47phox/p22phox peptide binding, fluorescence polarization, 2 h; inhibition, % at 24.7 µM; hit rate 0.53% among 220,000; AID 1274;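 active = inhibition above about 30%, limit read from the data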;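 also: 0% = p47phox with labelled peptide and 100% = labelled peptide alone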
Furin inh – inhibitors of human furin; P09958; purified furin, fluorogenic substrate cleavage; inhibition, % at 30 µM; hit rate 0.061% among 220,000; AID 463115; in the data active = inhibition above about 25%; also: inactives centre near -15
Target sequence (P09958 108-714 limits assumed): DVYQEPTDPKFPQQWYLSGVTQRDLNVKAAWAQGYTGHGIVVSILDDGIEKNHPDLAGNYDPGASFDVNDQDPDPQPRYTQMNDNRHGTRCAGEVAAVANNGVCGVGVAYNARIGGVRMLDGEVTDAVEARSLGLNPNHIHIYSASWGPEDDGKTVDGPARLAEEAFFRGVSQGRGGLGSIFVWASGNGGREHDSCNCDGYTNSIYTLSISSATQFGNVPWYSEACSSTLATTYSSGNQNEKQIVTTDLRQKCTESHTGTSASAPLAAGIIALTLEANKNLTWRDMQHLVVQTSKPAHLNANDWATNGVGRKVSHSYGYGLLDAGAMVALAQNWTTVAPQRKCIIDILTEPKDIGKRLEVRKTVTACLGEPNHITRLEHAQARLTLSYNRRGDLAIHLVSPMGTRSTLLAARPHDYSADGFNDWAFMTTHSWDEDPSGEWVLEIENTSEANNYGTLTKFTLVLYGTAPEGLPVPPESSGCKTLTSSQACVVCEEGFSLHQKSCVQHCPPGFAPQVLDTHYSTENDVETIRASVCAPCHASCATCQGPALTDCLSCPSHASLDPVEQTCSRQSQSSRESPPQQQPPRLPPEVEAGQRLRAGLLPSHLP
Active calls of the source: *; i = inactive; nt = not tested or not shown; [ ] = another dose, or the depositor's remark.

nr	Molecule	EBV gp42 inh	p97 inhibitor	Calpain2 inh	Runt-CBFb FRET	TbHK1 inh
1	COCCN1C=C2C(=O)C(C)(OC(=O)CCC(=O)OC)C(=O)C=C2C=C1C1CC1 (stereo not given)	14	nt	-9	3	-41
2	Cc1ccc(CNC(=O)C2CC(c3ccccc3C(F)(F)F)=NO2)cc1 (stereo not given)	-7	nt	-11	-2	-9
3	Cc1ccccc1Cn1c(C(C)O)nc2ccccc21 (stereo not given)	-42	-2	9	-1	-1
4	CC(=O)Nc1cccc(NC(=S)Nc2ccc(F)c(Cl)c2)c1	1	1	9	18	-9
5	Nc1nc(Nc2ccccc2F)nc(NCc2ccccc2)c1[N+](=O)[O-]	-34	2	5	-1	-8
6	O=C1CC(N2CCSCC2)C(=O)N1c1cccc(Br)c1 (stereo not given)	-3	2	1	2	4
7	CN1CCN(C(c2cccnc2)c2ccc3cccnc3c2O)CC1 (stereo not given)	-10	4	-40	10	-4
8	O=C(COC(=O)C1CC(O)CN1S(=O)(=O)c1ccc(Cl)cc1)c1ccccc1 (stereo not given)	-7	-2	-8	-2	-4
9	CS(=O)(=O)N1N=C(c2cccs2)CC1c1ccccc1 (stereo not given)	-9	-2	16	0	-12
10	COc1ccc(CNS(=O)(=O)NCc2ccc(C)cc2)cc1	-19	3	-35	1	2
11	Cc1ccc(NC(=O)CCCN2C(=O)c3cccc4cccc(c34)C2=O)cc1	-4	3	-12	1	-11
12	Cc1ccc(N2CCN(C(=O)NC3CCCCC3)CC2C)cc1 (stereo not given)	-21	1	13	-2	-4
13	CCC/C(O)=C1\C(=O)CCCC1=NCCc1c(C)[nH]c2ccc(C)cc12	-22	1	12	-1	-4
14	COC(=O)Cc1c(C)c2ccc(OC(=O)c3ccccc3)cc2oc1=O	9	-3	i	9	-21
15	CCN(C(C)=O)c1nnc(CSc2nc3ccccc3s2)s1	-14	-1	23	-3	8

nr	RBBP9 inhibitor	Runt-SMMHC FRET	NCF1 inh	Furin inh
1	nt	-7	-3	-12
2	nt	-1	6	-30
3	0	1	2	-24
4	2	18	-1	-2
5	-9	2	-32	-14
6	2	2	nt	-27
7	-5	10	4	-3
8	0	-5	-1	-17
9	0	-1	-155	-15
10	-2	-6	5	-38
11	-6	-3	-2	-15
12	-6	2	-12	-4
13	-5	-3	-10	-1
14	-6	17	-2	-25[20 µM]
15	-4	-3	-4	-10[20 µM]

Copied from above: nos. 4 to 5
nr	Molecule	EBV gp42 inh	p97 inhibitor	Calpain2 inh	Runt-CBFb FRET	TbHK1 inh
4	CC(=O)Nc1cccc(NC(=S)Nc2ccc(F)c(Cl)c2)c1	1	1	9	18	-9
5	Nc1nc(Nc2ccccc2F)nc(NCc2ccccc2)c1[N+](=O)[O-]	-34	2	5	-1	-8

nr	RBBP9 inhibitor	Runt-SMMHC FRET	NCF1 inh	Furin inh
4	2	18	-1	-2
5	-9	2	-32	-14

Further structures:
nr	Molecule	EBV gp42 inh	p97 inhibitor	Calpain2 inh	Runt-CBFb FRET	TbHK1 inh
16	Cc1onc(-c2c(Cl)cccc2Cl)c1C(=O)Nc1ccc(Cl)cn1	-1	13	23	2	-3
17	Cc1ccc(N(C(=O)c2cccs2)C2C=CS(=O)(=O)C2)cc1 (stereo not given)	-13	-2	9	1	2
18	O=C(COC(=O)CNC(=O)c1cccc([N+](=O)[O-])c1)NCc1ccco1	-8	4	-4	-3	1
19	CCOC(=O)C1CCCN(Cc2nc(N)nc(Nc3ccc(C)cc3)n2)C1 (stereo not given)	0	-1	-41	-2	0
20	N=C1/C(=C/c2cccs2)C(=O)N=C2SN=C(SCc3ccccc3)N12	-5	-3	-38	-4	-11
21	CC(C)n1c(C(=O)OCC(=O)NCc2ccc3c(c2)OCO3)cc2sccc21	-4	-3	9	-1	-1
22	Cn1cc2cccc([N+](=O)[O-])c2n1	-19	1	10	0	-9
23	CCOC(=O)c1ccc(CNCc2ccc(Br)cc2)cc1	-7	0	3	-1	10
24	Nc1nc(SCC(=O)NC2CCCCC2)[nH]c(=O)c1-c1ccccc1	1	4	-19	0	0
25	O=C(O)C1CCN(C(=O)c2ccccc2C(=O)N2CCC(C(=O)O)CC2)CC1	-4	4	-10	6	6
26	O=C(CC1CCCC1)Nc1nnc(C2CC2)s1	-5	-1	28	-1	2
27	CN(c1ccccc1)S(=O)(=O)c1ccc(NC(=S)NC(=O)C2CC2)cc1	13	-1	23	-1	35
28	O=C(c1ccco1)N(Cc1ccccc1)c1cccc([N+](=O)[O-])c1	0	-7	27	-3	11
29	CCCCn1c(=O)nc2n(-c3ccc(OC)cc3)c3ccccc3cc-2c1=O	-2	1	-38	17	-13
30	O=C(Cn1cnnn1)Nc1cccc(S(=O)(=O)N2CCCCC2)c1	-11	1	-44	1	-3

nr	RBBP9 inhibitor	Runt-SMMHC FRET	NCF1 inh	Furin inh
16	-6	-4	-25	-13
17	-7	1	-7	-43
18	-5	0	-11	-30
19	-5	-1	-26	-13[20 µM]
20	-12	-12	-27	-7
21	-9	0	-11	-3
22	1	-3	2	-13
23	-3	-1	-10	-3
24	0	0	-5	-19[20 µM]
25	-8	-2	-8	-38
26	-12	4	-10	-28
27	-10	5	-7	-8
28	-10	2	11	-5
29	6	27	0	-21
30	-5	-5	-8	-19

The listing continues.
nr	Molecule	EBV gp42 inh	p97 inhibitor	Calpain2 inh	Runt-CBFb FRET	TbHK1 inh
31	CCC1(C)COC2(OC1)C(=O)Nc1ccccc12 (stereo not given)	-21	5	-15	1	-2
32	Cc1nnc2ccc(-c3ccc(NS(C)(=O)=O)cc3)nn12	-5	2	-36	-2	-11
33	Cc1ccc(Cn2c(=N)n(CC(O)COc3ccccc3)c3ccccc32)cc1 (stereo not given)	-20	-4	8	2	20
34	O=c1ccnc(SCn2nnc3ccccc3c2=O)[nH]1	-15	6	-18	1	-9
35	COC(=O)c1ccccc1Oc1nc(Cl)cc(OC)n1	-1	6	-9	1	2
36	Cc1ccc(-c2cc(Cc3cccs3)c(=O)[nH]n2)cc1	7	-4	30	-2	6
37	Cc1cccc(NC(=S)NCC2CCCO2)c1 (stereo not given)	-12	2	1	1	5
38	Cc1cccc(NS(=O)(=O)c2cccc3cccnc23)n1	-23	1	12	0	-7
39	O=C1CC(N2CCC(Cc3ccccc3)CC2)C(=O)N1CCc1ccccc1 (stereo not given)	-21	-5	-14	4	-19
40	CCOC(=O)CSc1nc2ccc(NC(=O)CSc3nnnn3Cc3ccccc3)cc2s1	-7	8	-18	-4	0
41	O=C(Nc1ccc2c(c1)OCO2)N1CCCc2ccccc21	-2	5	-15	8	-7
42	CCC(=O)Nc1ccc(OCc2nc3ccccc3s2)cc1	-26	7	-43	16	4
43	COCCNS(=O)(=O)c1cc(-c2nn(C)c(=O)c3ccccc23)ccc1C	-12	7	-15	0	12
44	O=C(NNC(=O)c1cc2cc(Br)ccc2oc1=O)c1ccc(O)cc1	-14	15*	17	-12	-3
45	Cc1cc(C)c2nc(SC3CCOC3=O)cc(C)c2c1 (stereo not given)	-13	-4	38	-1	4

nr	RBBP9 inhibitor	Runt-SMMHC FRET	NCF1 inh	Furin inh
31	-4	-1	-2	-17
32	-2	0	4	-19
33	-12	-1	-7	-3[20 µM]
34	-3	-1	-10	-18[20 µM]
35	-3	2	-1	-13
36	-4	2	-12	-14
37	-5	2	-7	-19[20 µM]
38	8	-1	-6	-25
39	-6	-3	-13	-13[20 µM]
40	0	-5	-13	-21[20 µM]
41	-7	2	-11	-10
42	-4	5	-7	-22
43	-8	1	-5	-18
44	-7	-37	7	-12
45	-10	-1	-6	-15

Additional compounds:
nr	Molecule	EBV gp42 inh	p97 inhibitor	Calpain2 inh	Runt-CBFb FRET	TbHK1 inh
46	CCOC(=O)c1[nH]c2ccc(OC)cc2c1NC(=S)N1CCN(c2ccc(F)cc2)CC1	2	-6	18	3	-1
47	CC(C)CNC(=O)COC(=O)c1ccc([N+](=O)[O-])cc1Cl	-20	0	4	-1	-3
48	COc1cc(/C=N/NC(=O)c2ccc(O)cc2)ccc1Oc1ccc([N+](=O)[O-])cn1	0	1	26	0	-47
49	O=C(Oc1c(-c2ccccc2)c(=O)n2c3c(cccc13)CC2)c1cccc([N+](=O)[O-])c1	-9	3	1	-5	-18
50	CCSc1nnc(NS(=O)(=O)c2ccc(OC)cc2)s1	6	4	-27	-1	3
51	N=c1c2c(n(Cc3ccc(Cl)c(Cl)c3)c3c1CCC3)CCCC2	-12	5	2	-3	7
52	CCN(CC)S(=O)(=O)c1ccc(OC)c(NC(=O)/C=C/c2ccco2)c1	-11	3	-2	4	-45
53	Cc1cc(C)nc(-n2ncc3c2CC(c2cccc(Cl)c2)CC3=O)n1 (stereo not given)	-38	-2	-33	-3	3
54	C#CCOCCOCCOCCNc1nc(N2CCN(C(=O)[C@H](CCC(=O)O)n3cc(C(N)CO)nn3)CC2)nc(N2CCN(C(=O)[C@H](CCCCN)n3cc(C(N)[C@H](C)CC)nn3)CC2)n1 (stereo not given in full)	-4	nt	8	0	-1
55	O=C(CCl)N(C/C=C/c1ccccc1)c1ccc2c(c1)OCCO2	1	2	-22	1	0

nr	RBBP9 inhibitor	Runt-SMMHC FRET	NCF1 inh	Furin inh
46	-4	-2	-2	-6
47	1	4	-7	-21
48	-1	-1	-1	-7
49	7	-4	2	-19
50	7	2	-3	-23
51	-3	54	-4	-19
52	-5	-9	-8	4
53	-14	0	-17	-23
54	nt	0	0	-1
55	-2	-3	-14	-16

Structural class, the entries above with fluorine.
nr	Molecule	EBV gp42 inh	p97 inhibitor	Calpain2 inh	Runt-CBFb FRET	TbHK1 inh
2	Cc1ccc(CNC(=O)C2CC(c3ccccc3C(F)(F)F)=NO2)cc1 (stereo not given)	-7	nt	-11	-2	-9
4	CC(=O)Nc1cccc(NC(=S)Nc2ccc(F)c(Cl)c2)c1	1	1	9	18	-9
5	Nc1nc(Nc2ccccc2F)nc(NCc2ccccc2)c1[N+](=O)[O-]	-34	2	5	-1	-8
46	CCOC(=O)c1[nH]c2ccc(OC)cc2c1NC(=S)N1CCN(c2ccc(F)cc2)CC1	2	-6	18	3	-1

nr	RBBP9 inhibitor	Runt-SMMHC FRET	NCF1 inh	Furin inh
2	nt	-1	6	-30
4	2	18	-1	-2
5	-9	2	-32	-14
46	-4	-2	-2	-6

From PubChem BioAssay

Compounds were not picked by outcome. About 2.7% of those tested had a hit in this group.
